Bioassay records from PubChem BioAssay.
RGS4 pot – RGS4 potentiation or activation; HEK293 M3R/inducible RGS4, carbachol calcium flux Fluo4; hits give low values; B-score at 10 µM; 0.92% of 310,000 active; AID 463111;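 active = B-score of the integrated calcium signal more than 4 SD below the library mean, with starting fluorescence not abnormally high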;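 also: negative B-score means reduced calcium response which marks RGS4 activation or potentiation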
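Test system: HEK293 cells with stable M3R and inducible RGS4; also added: carbachol at ECmax as muscarinic agonist stimulus; schedule: dye loading 30 min 37 °C, buffer rest 30 min RT; technique: kinetic calcium fluorescence imaging with Fluo4-AM dye, 2 µM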
KCNQ1 act – potentiators or activators of human KCNQ1 potassium channel; P51787; CHO-K1 KCNQ1, thallium flux FluxOR fluorescence; hits give high values; B-score at 10 µM; 0.35% of 310,000 active; AID 2648;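 active = fluorescence ratio B-score, a plate-corrected score, at least three library SD, with initial intensity B-score within 5 SD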
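Material: CHO-K1 cells stably expressing KCNQ1. Medium: assay buffer for compound exposure, DMSO matched across wells. Reagent: K+/Tl+ depolarizing stimulus. Compound dosing: single-concentration screen. Times: 37 °C overnight plating, 90-min dark dye load, 20-min compound pretreatment. Technique: FluxOR Tl+ flux fluorescence.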
KCNQ1 inh – blocks the human KCNQ1 potassium channel | P51787 | CHO-K1 KCNQ1, FluxOR thallium flux fluorescence; hits give high values | B-score at 10 µM | 1.3% of 310,000 active | AID 2642;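 active = compounds whose thallium flux B-score, printed positive for inhibition, exceeds three library SD while starting fluorescence stays within three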;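 also: channel opened by potassium depolarization with thallium stimulus after 20 min compound exposure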
KCNK3 block – human KCNK3 channel inhibition, primary screen. 0.84% of 340,000 active. CHO-KCNK3 thallium flux, FluxOR fluorescence; hits give low values. B-score at 10 µM. AID 602410;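 active = B-score under library mean minus 4 SD, starting fluorescence ratio at most library mean plus 5 SD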;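 also: more negative B-score means stronger inhibition of thallium flux through KCNK3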
HDAC3 inhib – human HDAC3 inhibition | O15379 | recombinant HDAC3, fluorogenic peptide/trypsin coupled, fluorescence | inhibition, % at 8.3 µM | 0.15% of 320,000 active; in the data active = inhibition above about 26%, passing the limit was not always enough; inconclusive = no clear call, values can overlap the other calls
KCNK9 inh – human KCNK9 channel inhibition. B-score at 10 µM. 1.2% of 310,000 active. AID 488922. HEK293 KCNK9, FluxOR thallium flux fluorescence; hits give low values;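 active = ratio B-score over 3 SD below the library mean, with starting fluorescence within 5 SD of its mean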;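 also: negative B-score means less thallium flux so channel inhibition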
ANO1 activ – activators or potentiators of mouse TMEM16A chloride channel; AID 623877; B-score at 10 µM; Q8BHY3; 0.3% of 340,000 active; HEK293 TMEM16A/YFP-H148Q/I152L, iodide quench fluorescence; hits give low values;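 active = fluorescence-ratio B-score plate-corrected deviation score at least 3 library SD below zero, with starting fluorescence score within 5 deviations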;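 also: channel opened by trigger with iodide after compound preincubation; score built on the fluorescence ratio of max minus min over baseline; more negative score means more quench and so TMEM16A activation or potentiation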
Target sequence (Q8BHY3 whole entry, looked up): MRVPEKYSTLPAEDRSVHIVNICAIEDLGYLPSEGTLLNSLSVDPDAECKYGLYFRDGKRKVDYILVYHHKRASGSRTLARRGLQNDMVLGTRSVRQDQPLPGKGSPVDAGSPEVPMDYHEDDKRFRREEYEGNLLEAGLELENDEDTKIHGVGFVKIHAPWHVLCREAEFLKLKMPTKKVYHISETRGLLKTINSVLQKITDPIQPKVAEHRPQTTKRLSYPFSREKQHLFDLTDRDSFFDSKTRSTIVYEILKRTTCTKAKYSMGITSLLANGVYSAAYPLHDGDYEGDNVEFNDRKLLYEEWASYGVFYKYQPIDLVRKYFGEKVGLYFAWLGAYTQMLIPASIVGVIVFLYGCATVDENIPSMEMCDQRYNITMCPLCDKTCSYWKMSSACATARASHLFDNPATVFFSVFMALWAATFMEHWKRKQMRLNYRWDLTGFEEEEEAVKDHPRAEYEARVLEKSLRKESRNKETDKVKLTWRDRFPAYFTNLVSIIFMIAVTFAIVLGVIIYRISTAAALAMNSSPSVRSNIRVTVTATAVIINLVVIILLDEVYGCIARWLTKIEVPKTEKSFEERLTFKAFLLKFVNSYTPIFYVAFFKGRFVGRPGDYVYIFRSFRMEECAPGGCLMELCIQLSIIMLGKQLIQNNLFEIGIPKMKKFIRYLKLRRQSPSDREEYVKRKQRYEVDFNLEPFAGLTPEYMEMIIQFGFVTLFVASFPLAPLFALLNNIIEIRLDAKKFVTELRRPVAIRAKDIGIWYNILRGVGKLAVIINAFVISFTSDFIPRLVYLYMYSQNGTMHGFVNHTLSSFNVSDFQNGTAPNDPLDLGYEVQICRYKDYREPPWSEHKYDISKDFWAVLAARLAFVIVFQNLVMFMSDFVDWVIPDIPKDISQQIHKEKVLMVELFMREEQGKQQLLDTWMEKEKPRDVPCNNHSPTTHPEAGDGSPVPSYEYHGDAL
RGS4 inh – inhibitors of human RGS4. P49798. HEK293 M3R/RGS4 inducible, Fluo-4 calcium flux; hits give high values; triggered by carbachol at its EC20. B-score at 10 µM. 0.45% of 310,000 active. AID 463165;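 active = B-score, a plate-corrected calcium signal, over three deviations above library mean, with baseline fluorescence within five deviations of library mean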;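 also: RGS4 expression induced by doxycycline in cells with stable M3 receptor; B-score is computed from the integrated fluorescence ratio over baseline after carbachol; higher B-score means a larger calcium signal and so more RGS4 inhibition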
hERG rescue – compounds protecting human hERG from proarrhythmic drug block; Q12809; CHO-hERG, FluxOR thallium flux, dofetilide IC70 present; activation (rescue from dofetilide block), less the hit threshold, % at 10 µM; 0.51% of 310,000 active;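 active = activation above the mean of controls blocked by dofetilide plus 5 SD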;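 also: thallium influx through hERG after potassium depolarization seen as dye fluorescence rise; in these data hits start at about 4.7%; inactives centre near -7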
TMEM16A inh – blocks the mouse calcium-activated chloride channel TMEM16A | Q8BHY3 | HEK293 TMEM16A/YFP iodide influx fluorescence, ionomycin | normalized B-score (activity score, 25-100; higher = stronger inhibition) at 10 µM | 1.2% of 310,000 active;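 active = ratio plate-corrected score three or more library SD toward inhibition, starting fluorescence score within five deviations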;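 also: score derived from kinetic fluorescence span divided by baseline fluorescence per well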
SKKanGAS inh – blocks kanamycin growth of S. pyogenes SKKanGAS strain; BacTiter-Glo, 6 h; inhibition, % at 7.5 µM; 1.3% of 300,000 active; AID 1662;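 active = mean replicate score, as percent of positive control median, at least 50; inconclusive = mean below 50 but one replicate at or above 50; inactive = mean and every replicate below 50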;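 also: strain carries kanamycin resistance gene driven by streptokinase promoter and grows in 40 µg/ml kanamycin; loss of luminescence reflects streptokinase promoter inhibition or plain growth inhibition; 0% = median of DMSO wells and 100% = positive control at its reference dose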
* = called active by the depositor; i = inactive; ? = inconclusive; · = no result given.

Results follow in this order: RGS4 pot, KCNQ1 act, KCNQ1 inh, KCNK3 block, HDAC3 inhib, KCNK9 inh, ANO1 activ, RGS4 inh, hERG rescue, TMEM16A inh, SKKanGAS inh
COCCCN=Cc1c(C)[nH]n(-c2ccc(Br)c(C)c2)c1=O
→ i, i, i, i, 2, i, i, i, -10, i, 5
O=C1C2C3CCC(C3)C2C(=O)N1Cc1ccco1 (configuration not stated)
→ i, i, i, i, 4, i, i, i, 0, i, 0
CN1C(=O)C(C)(C)c2cc(S(=O)(=O)N(C)Cc3ccccc3)ccc21
→ i, i, i, i, -3, i, i, i, -9, i, -3
CCc1cccc2c(C(=O)C(NC(C)CC)c3ccccc3)c[nH]c12 (configuration not stated)
→ i, i, i, i, 5, i, i, i, -10, i, -2
O=C(CN1CCCCCC1)NCC1CCCO1 (configuration not stated)
→ i, i, i, i, 2, i, i, i, -12, i, -14
CC1=NN(C(=O)c2c(Br)c(C)nn2C)C(O)(C(F)(F)F)C1 (configuration not stated)
→ i, i, i, i, -3, i, i, i, -4, i, -11
Cc1nc(C)c(-c2csc(Nc3cccnc3)n2)s1
→ i, i, i, i, 1, i, i, i, -19, i, -5
NC(=O)C1CC12c1ccccc1-c1ccccc12 (configuration not stated)
→ i, i, i, i, 3, i, i, i, -1, i, 0
O=C(NC(=S)NNC(=O)c1ccc(Cl)cc1Cl)c1cccnc1
→ i, i, i, i, ·, i, i, i, -9, i, ?
O=C(CN1C(=O)NC2(CCCC2)C1=O)N1CCN(S(=O)(=O)c2cccc(F)c2)CC1
→ i, i, i, i, 6, i, i, i, -5, i, 0
Cc1ccc(CCc2nnc(SCC(=O)Nc3cccc(Cl)c3)n2-c2ccccc2)o1
→ i, i, i, i, -1, i, i, i, -8, i, 7
CC(=O)NC1CC2CCC(C1)N2Cc1ccc(C)cc1 (configuration not stated)
→ i, i, i, i, 2, i, i, i, -14, i, 2
COc1ccc(OC)c(NC(=S)NCC(c2cccnc2)N2CCOCC2)c1 (configuration not stated)
→ i, i, i, i, -3, i, i, i, -4, i, 6
COc1ccc(C(=O)N/N=C/c2ccc3cccc(O)c3n2)cc1
→ i, i, i, i, 11, i, i, i, -6, i, 16
CCc1cc(CNC(=O)CC2C(=O)NCCN2Cc2ccccc2C(F)(F)F)on1 (configuration not stated)
→ i, i, i, i, ·, i, i, i, -13, i, -7
COc1ccc(Nc2nc(CC(C)=O)ns2)cc1OC
→ i, i, i, i, -3, i, i, i, -8, i, -4
O=C(Nc1nccs1)C1CCN(S(=O)(=O)c2cccs2)CC1
→ i, i, i, i, -3, i, i, i, -9, i, 2
CCN(CC)CCNc1nc2c(c(=O)[nH]c(=O)n2C)n1CC(O)COc1ccc(Cl)cc1Cl (configuration not stated)
→ i, i, i, i, 2, i, i, i, -11, i, -1
O=[N+]([O-])c1cc(S(=O)(=O)N2CCCC2)ccc1SCCO
→ i, i, i, i, 1, i, i, i, -9, i, -2
Cc1ccc2c(c1)c(N=Nc1cccc(C(=O)O)c1)c(O)n2C
→ i, i, i, i, 1, i, i, i, -14, i, 23
Cc1c(CN2CCC(C)CC2)c(=O)n(-c2ccccc2)n1C
→ i, i, i, i, 0, i, i, i, -6, i, 1
CCOC(=O)c1c(NC(=O)Nc2ccccc2)sc(C)c1C
→ i, i, i, i, -1, i, i, i, -9, i, 2
O=C1C=C(Nc2ccccc2)C(=O)c2ccccc21
→ i, i, i, i, 4, i, i, i, -1, i, 12
COC(=O)c1ccc(COc2ccccc2/C=C(\C#N)C(=O)Nc2ccc(C)cc2)cc1
→ i, i, i, i, -6, i, i, i, -10, i, -2
CC12CC(NC(=O)N1Cc1ccccc1)c1ccccc1O2 (configuration not stated)
→ i, i, i, i, 0, i, i, i, -11, i, 2
Cn1c(=O)c2c(nc(Br)n2CCSc2ncccn2)n(C)c1=O
→ i, i, i, i, -5, i, i, i, -6, i, 6
c1ccc2c(c1)nc(N1CCOCC1)c1c3ccccc3[nH]c21
→ i, i, i, i, -31, i, i, i, -6, i, 10
C=CCNCCCCOc1ccccc1-c1ccccc1
→ i, i, i, i, 2, i, i, i, -11, i, 2
COc1ccc(C2CC(=O)N(c3ccccc3)C3=C2C(=O)CCC3)cc1 (configuration not stated)
→ i, i, i, i, -2, i, i, i, -13, i, 8
CCn1c(=O)c(C(=O)Nc2ccccc2C)c(O)c2ccccc21
→ i, i, i, i, -8, i, i, i, 4, i, -3
O=c1cc(CN2CCN(c3ccccc3)CC2)c2cc(O)c(-c3ccccc3)cc2o1
→ i, i, i, i, -4, i, i, i, -5, i, 16
N/C(=N\OC(=O)c1ccc2c(c1)OCO2)c1cccc(Br)c1
→ i, i, i, i, 5, i, i, i, 0, i, -3
COc1cc(C(C)=O)ccc1COc1ccc(C(=O)OCC(=O)NC2CCS(=O)(=O)C2)cc1OC (configuration not stated)
→ i, i, i, i, -5, i, i, i, -10, i, 12
Cc1ccc(SCc2nc3ncccn3c2Br)cc1
→ -7.6*, i, i, i, -1, i, i, i, -6, i, 0
COc1ccc(C)cc1Nc1nc(N)c2ccccc2n1
→ i, i, i, i, 1, i, i, i, -8, i, -1
COc1ccc(S(=O)(=O)N(C)C)cc1NCC(=O)Nc1cccc(C#N)c1
→ i, i, i, i, 1, i, i, i, -7, i, -14
CSc1nc2c(cc1C#N)CCCCC2
→ i, i, i, i, 2, i, i, i, -7, i, 3
CC1=C(C(=O)OCc2ccccc2)C(c2ccccc2OS(=O)(=O)c2ccc(C)cc2)NC(=O)N1CCCC(=O)O (configuration not stated)
→ i, i, i, ·, ?, i, ·, i, -14, i, 29
Cc1nc(Nc2ccc3c(c2)OCCO3)c2nnn(Cc3ccccc3Cl)c2n1
→ i, i, 7*, i, -1, i, i, i, -7, i, 17
CCOC(=O)c1c(NC(=O)CSc2ncnc3[nH]ncc23)sc2c1CCC(C)C2 (configuration not stated)
→ i, i, i, i, 5, i, i, i, -25, i, 21
CN1CCN(c2nc(-c3cccs3)cs2)CC1
→ i, i, i, i, -4, i, i, i, -11, i, -2
CCN(CC(=O)Nc1c(F)cccc1F)C(=O)c1cc(S(=O)(=O)NCc2ccccc2)ccc1C
→ i, i, i, i, -2, i, i, i, -10, i, -8
COc1ccc(-c2nc3c(c4nnc(SC(C)C(=O)Nc5ccccc5)n24)COC(C)(C)C3)cc1 (configuration not stated)
→ i, i, i, i, 1, i, i, i, -10, i, 14
Cc1ccc(OCC(=O)NCc2ccco2)cc1C
→ i, i, i, i, 5, i, i, i, -4, i, -1
CC1CCc2nn(CC(=O)NCc3ccc(F)cc3)cc2C1 (configuration not stated)
→ i, i, i, i, -2, i, i, i, -10, i, -2
CC(C)(C)C(=O)Nc1ccc(-c2nnc3n2CCCCC3)cc1
→ i, i, i, i, -26, i, i, i, -4, i, -4
NC(=O)c1ccsc1NC(=O)COC(=O)Cc1c[nH]c2ccccc12
→ i, i, i, i, -5, i, i, i, -33, i, 18
COc1ccc2nc(NC(=O)c3ccc(NS(=O)(=O)c4cccs4)cc3)sc2c1
→ i, i, i, i, ·, i, i, i, -3, i, 63*
COc1ccc(C(CNC(=O)c2cccc(NS(=O)(=O)c3ccc(C)c(F)c3)c2)N2CCCC2)cc1 (configuration not stated)
→ i, i, 8*, i, 2, i, i, i, -12, i, -16
COc1cc(/C=C/c2nc3ccc([N+](=O)[O-])cc3s2)ccc1OCC(=O)O
→ i, i, i, ·, -2, i, ·, i, -10, i, 4

Another view of some results above.
mol | RGS4 pot | KCNQ1 act | KCNQ1 inh | KCNK3 block | HDAC3 inhib | KCNK9 inh | ANO1 activ | RGS4 inh | hERG rescue | TMEM16A inh | SKKanGAS inh
CN1CCN(c2nc(-c3cccs3)cs2)CC1 | i | i | i | i | -4 | i | i | i | -11 | i | -2
CCN(CC(=O)Nc1c(F)cccc1F)C(=O)c1cc(S(=O)(=O)NCc2ccccc2)ccc1C | i | i | i | i | -2 | i | i | i | -10 | i | -8

The results go on.
Results follow in this order: RGS4 pot, KCNQ1 act, KCNQ1 inh, KCNK3 block, HDAC3 inhib, KCNK9 inh, ANO1 activ, RGS4 inh, hERG rescue, TMEM16A inh, SKKanGAS inh
CCOc1ccccc1N/C=C/C(=O)C(C)(C)C
→ i, i, i, i, 0, i, i, i, -8, i, 11
COc1cccc(C(=O)NCc2ccco2)c1
→ i, i, i, i, -2, i, i, i, -8, i, 7
COc1ccc(OC)c(Cc2nnc(CCC(=O)NCc3ccsc3)o2)c1
→ i, i, i, i, -7, i, i, i, -1, i, -2
O=C(CSc1nnc(CNC(=O)c2ccco2)o1)Nc1cccc(C(F)(F)F)c1
→ i, i, i, i, -5, i, i, i, -7, i, -12
CN(CC(=O)Nc1ccc(N2CCOCC2)cc1)Cc1cc(=O)n2ccsc2n1
→ i, i, i, i, 10, i, i, i, -3, i, -1
Cc1cccc(N2CCN(C(=O)c3ccc(CNc4c(N5CCC(C)CC5)c(=O)c4=O)cc3)CC2)c1C
→ i, i, i, i, 4, i, i, i, -7, i, 1
O=C(CN(Cc1ccc(Cl)cc1)C(=O)CN1C(=O)COc2ccccc21)NC1CCCC1
→ i, i, i, i, -12, i, i, i, -13, i, 1
Cc1ccc(-c2nnc(CSc3nncn3N)o2)cc1
→ i, i, i, i, -3, i, i, i, -3, i, 4
Cc1nc(Cl)sc1C(=O)Nc1cccc(Cl)c1
→ i, i, i, i, -1, i, i, i, -3, i, 0
COC(=O)c1scc(C)c1NC(=O)C(Cl)c1ccccc1 (configuration not stated)
→ i, i, i, i, -1, i, i, i, -8, i, 12
Clc1cccc(N2CCN(Cc3nnc(-c4ccccc4)o3)CC2)c1
→ i, i, i, i, -4, i, i, i, -13, i, -5
CCOC(=O)C1(C)NC(c2ccco2)C2C(=O)N(c3ccccc3)C(=O)C21 (configuration not stated)
→ i, i, i, i, -4, i, i, i, -20, i, -23
CN(C)CCCNc1nc(N)c([N+](=O)[O-])c(NC2CCCCC2)n1
→ i, i, i, i, -10, i, i, i, -2, i, -2
